High-throughput results deposited in PubChem BioAssay by National Center for Advancing Translational Sciences (NCATS).
PLK1 PBD inh = qHTS for Inhibitors of PLK1-PDB (polo-like kinase 1 - polo-box domain): Primary Screen. AID 720504, 2013. hit rate 2.8% among 360,000. Potency, µM, without a hit: max response, negative = inhibition, actives largely listed as inhibitors. Plk1 PBD binding of FITC phosphopeptide, fluorescence polarization. Serine/threonine-protein kinase PLK1 (Homo sapiens), P53350; further: potency means the concentration at half of the fitted maximal effect; series mostly up to about 57 µM; on the % scale 0 is the no-effect control and ±100 the full control effect; nearly all actives have a fitted effect of over 65% in size
WRN helicase inh = qHTS for Inhibitors of WRN Helicase | AID 651768, 2012 | hit rate 0.46% among 360,000 | WRN helicase unwinding, fluorescent forked duplex, kinetic | Potency, µM (highest dose often 114 µM), for the others: at the highest dose activity change, negative = inhibition, actives largely listed as inhibitors | Bifunctional 3'-5' exonuclease/ATP-dependent helicase WRN (Homo sapiens), Q14191; further: potency means the concentration at half of the fitted maximal effect; on the % scale 0 is the no-effect control and ±100 the full control effect; nearly all actives have a fitted effect of over 55% in size
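Kinetic fluorescence helicase assay: unwinding of a quenched forked DNA duplex (100 nM final) with 2 mM ATP final raises red fluorescence (525/598 nm). Compounds sat 15 min at room temperature with 20 nM WRN beforehand.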
PI5P4Ka inh = qHTS for Inhibitors of phosphatidylinositol 5-phosphate 4-kinase (PI5P4K) | AID 652105, 2013 | hit rate 1.2% among 330,000 | Phosphatidylinositol 5-phosphate 4-kinase type-2 alpha (Homo sapiens), P48426 | PI5P4Kalpha enzyme, ADP-Glo luminescence, 60 min; active compounds read low | max response, %; active means max response of -50% or lower; inconclusive means between -30% and -50%; inactive means -30% or higher; further: value at the top dose of about 77 µM; on the % scale 0 is the no-effect control and ±100 the full control effect
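Luminescence from ADP-Glo served as readout of PI5P4Kalpha activity in a qHTS format. Reaction: enzyme, substrate, compound, ATP at 5 microM final, 60 min at RT.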
Mm-Cpn inhibitor = Inhibitors of TCP-1 ring complex (TRiC) of Methanococcus maripaludis (MmCpn): qHTS; purified Mm-Cpn ATPase, ADP Transcreener TR-FRET; Potency, µM (titrated, usually from 76.9 µM), inactives show at the highest dose activity, negative = inhibition, hits mostly inhibitors; hit rate 0.031% among 330,000; AID 504842, 2011; further: potency means the concentration at half of the fitted maximal effect; on the % scale 0 is the no-effect control and ±100 the full control effect; nearly all actives have a fitted effect of over 80% in size
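TR-FRET (320 nm excitation; 590 and 665 nm emission) reports ADP made from 10 uM ATP by 25 nM enzyme; compounds were preincubated 10 min, reaction run 30 min, both at 37°C.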
EPAC1 antagonist = qHTS for Antagonist of cAMP-regulated guanine nucleotide exchange factor 3 (EPAC1): primary screen | Rap guanine nucleotide exchange factor 3 (Homo sapiens), O95398 | EPAC1 GEF assay, Rap1b-BODIPY-GDP exchange fluorescence | Potency, µM (series often up to 115 µM), without a hit: top-dose activity change, negative = inhibition, hits mostly inhibitors | hit rate 0.14% among 360,000;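 further: potency means the concentration at half of the fitted maximal effect; plate controls were vehicle for no effect and positive control for full effect; nearly all actives have a fitted effect of over 50% in size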
Target sequence (O95398 whole entry, looked up): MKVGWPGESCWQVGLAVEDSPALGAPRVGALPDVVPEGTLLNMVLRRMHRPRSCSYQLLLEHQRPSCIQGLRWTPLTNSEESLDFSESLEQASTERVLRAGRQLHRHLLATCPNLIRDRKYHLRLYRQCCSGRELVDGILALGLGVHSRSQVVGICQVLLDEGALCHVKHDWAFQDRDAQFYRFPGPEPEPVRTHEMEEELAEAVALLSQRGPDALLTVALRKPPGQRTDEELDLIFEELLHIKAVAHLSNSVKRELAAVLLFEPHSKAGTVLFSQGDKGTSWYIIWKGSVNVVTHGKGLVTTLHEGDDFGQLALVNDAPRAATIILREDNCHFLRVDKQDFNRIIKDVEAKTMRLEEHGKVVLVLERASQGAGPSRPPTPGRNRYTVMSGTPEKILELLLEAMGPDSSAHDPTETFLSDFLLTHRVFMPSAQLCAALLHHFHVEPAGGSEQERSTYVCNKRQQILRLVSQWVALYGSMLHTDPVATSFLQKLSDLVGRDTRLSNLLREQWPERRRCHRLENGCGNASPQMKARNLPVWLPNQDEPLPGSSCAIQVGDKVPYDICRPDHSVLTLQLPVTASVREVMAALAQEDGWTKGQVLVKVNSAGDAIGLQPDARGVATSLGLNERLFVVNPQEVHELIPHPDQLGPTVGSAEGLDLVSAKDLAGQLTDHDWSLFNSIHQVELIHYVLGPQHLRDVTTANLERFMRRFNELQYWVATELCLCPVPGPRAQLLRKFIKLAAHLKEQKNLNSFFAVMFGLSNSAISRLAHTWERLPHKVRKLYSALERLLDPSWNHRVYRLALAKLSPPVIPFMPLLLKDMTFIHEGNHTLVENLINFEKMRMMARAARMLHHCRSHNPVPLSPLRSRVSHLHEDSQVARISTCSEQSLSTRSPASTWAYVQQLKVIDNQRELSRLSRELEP
CCT chaperon mod = High-Throughput Screening for Modulators of Cytosolic Chaperonin Activity; purified chaperonin ATPase assay, HTRF ADP detection, 30 min; activity change, % (concentration not given with the values), hits read low; hit rate 0.3% among 360,000; AID 651819, 2012; in the data active means activity change below about -30%; further: on the % scale 0 is the no-effect control and ±100 the full control effect
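TRiC (40 or 20 nM final, by batch activity) in 30 mM Tris pH 7.4, 100 mM KCl, 5 mM MgCl2, 1 mM DTT was treated with compound at 76 uM single dose, then 10 uM ATP, 30 min at 37 °C. ADP was read by HTRF Transcreener.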
EPAC1 ag = qHTS for Agonist of cAMP-regulated guanine nucleotide exchange factor 3 (EPAC1): primary screen. Rap guanine nucleotide exchange factor 3 (Homo sapiens), O95398. EPAC1 agonist qHTS, biochemical assay; response scale: 100% = response to 6.5 mM cAMP. Potency, µM (top dose mostly 154 µM), for inactives: at the highest dose activation, hits mostly activators. hit rate 0.073% among 360,000. AID 720707, 2013; further: potency means the concentration at half of the fitted maximal effect; nearly all actives have a fitted effect of over 60% in size
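Compounds were pinned as a concentration titration into mixtures of EPAC1 (100 nM), BODIPY-GDP-loaded Rap1B (250 nM) and GDP (50 uM). After 5 min at room temperature, fluorescence was followed for 30 min; activity was scaled to 6.5 mM cAMP.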
EPAC2 antag = qHTS for Antagonist of cAMP-regulated guanine nucleotide exchange factor 2 (EPAC2): primary screen. EPAC2 GEF exchange of Rap1B-BODIPY-GDP, fluorescence. Potency, µM (highest dose often 114 µM), without a hit: at the highest dose activity, negative = inhibition, actives largely listed as inhibitors. AID 720708, 2013. hit rate 0.18% among 360,000. Rap guanine nucleotide exchange factor 4 (Homo sapiens), Q8WZA2; further: potency means the concentration at half of the fitted maximal effect; on the % scale 0 is the no-effect control and ±100 the full control effect; nearly all actives have a fitted effect of over 45% in size; many of its hits are not listed in these tables
* marks the source's active call; other numbers are inactive results; ? = inconclusive; . = not tested or not shown; [ ] = remark or other dose. Unless noted, the call rests on the fitted dose curve; in most records, active means well fitted curve in the direction sought with a large enough effect; inconclusive means small, poorly fitted or top-dose-only effect, or another doubt; inactive means no such curve, though single readings can be large; an effect the other way counts as inactive or inconclusive. Some of the compounds tested; the hit share may differ from the screen's.

SMILES | PLK1 PBD inh | WRN helicase inh | PI5P4Ka inh | Mm-Cpn inhibitor | EPAC1 antagonist | CCT chaperon mod | EPAC1 ag | EPAC2 antag
O=C(Cc1c(F)cccc1Cl)Nc1nc2ccccc2s1 | 5% | 4% | 4 | 4% | -15% | -0.2 | 2% | -24%
Cc1cc(C)n(-c2nc(NCC(C)O)c3c4c(sc3n2)CCCC4)n1 (stereo not given) | 0% | -10% | -5 | 0% | -17% | -1.1 | 13% | -1%
c1csc(-c2nn[nH]n2)c1 | -3% | 1% | 3 | -1% | -9% | 0.4 | -4% | -4%
Cc1cc(Cl)cc(C)c1OCC(=O)O | ? | 4% | 1 | 0% | 1% | -2.0 | 1% | 8%
O=C(Nc1cccc(-c2ccc(F)cc2)c1)C1CCCN(Cc2cccnc2)C1 (stereo not given) | 11% | -10% | 8 | 1% | -17% | 1.9 | 2% | -6%
COc1cccc(COC(=O)c2sc3nc4n(c(=O)c3c2C)CCC4)c1OC | 4% | -6% | 5 | ? | 4% | 2.4 | -2% | -7%
CN(Cc1ccc2c(c1)OCCO2)C(=O)CN1C(=O)NC2(CCCCC2)C1=O | 1% | 3% | 3 | -2% | -7% | -1.1 | 10% | 2%
Cc1cnc(NC(=O)CN2CCN(c3ccccn3)CC2)s1 | 1% | 5%[57.1 µM] | -6 | 0% | -1% | -1.1 | -4% | 6%
Cc1cc(C)n(C(=O)CNc2ccc(C)c(C)c2)n1 | -6% | -7% | 2 | 1% | 3% | -3.2 | 11% | -2%
O=C(O)CCCCCNC(=O)Nc1ccc2c(c1)OCCO2 | 1% | -3% | 5 | 1%[15.4 µM] | -4% | -2.9 | 0% | 5%
COC(=O)[C@]12CCCCC=C1N(CCc1ccc(OC)c(OC)c1)C(=O)[C@H](CC(=O)N1CCN(C(=O)C3CC3)CC1)C2 | -5% | 2% | 4 | . | 10% | . | -5% | 3%
COCCOC(=O)c1sc2nc[nH]c(=O)c2c1C | -5% | -3% | -11 | 2% | 0% | 0.2 | 12% | 2%
CC[C@]12c3[nH]c4ccccc4c3CCN1C(=O)C(CC(=O)NCCc1ccccn1)C[C@@H]2C(=O)N1CCN(C(=O)c2ccco2)CC1 (stereo not given in full) | -12% | -3% | 0 | -4% | -13% | 1.5 | -21% | -14%
Cc1cc(O)ccc1NC(=O)CCN1C(=O)c2ccc([N+](=O)[O-])cc2C1=O | -11% | -16% | -4 | 3% | 0% | -1.5 | -5% | 1%
Nc1ncnc2c1ncn2[C@@H]1O[C@H](CNCC#Cc2ccccc2)[C@@H](O)[C@H]1O | ? | -5% | 10 | 0% | -2% | -0.5 | -3% | 0%
Clc1ccc(CO/N=C/c2c(-c3ccccc3)nc3n2CCS3)c(Cl)c1 | -1% | -5% | 10 | 1% | 3% | -3.7 | -1% | 7%
CCc1nnc(NC(=O)CCC(=O)N2CCN(c3cccc(Cl)c3)CC2)s1 | 4% | -1% | 0 | 1% | 2% | -0.2 | 3% | -10%
C=CCNC(=O)c1ccncc1 | -2% | -6% | . | -2% | 6% | 1.1 | 3% | -2%
N#Cc1nc(-c2ccccc2)oc1NCCCn1ccnc1 | 0% | 0% | 0 | -10% | 3% | 1.4 | -2% | 4%
CN(C)c1ccc(C(=O)OCC(=O)c2ccc[nH]2)cc1 | -6% | -10% | 1 | -1% | -6% | 1.0 | -5% | -5%
CCC(C)(C)n1nnnc1CN1CCC(NC(=O)c2ccccc2C)CC1 | -8% | -2% | 1 | -3% | 7% | -0.3 | 2% | 2%
Cc1ccc(OCC(=O)N(Cc2ccc(N(C)C)cc2)C2CCS(=O)(=O)C2)cc1 (stereo not given) | -9% | -1% | -1 | -19% | -3% | -2.8 | 0% | -1%
CC1(C)COCN1S(=O)(=O)c1ccc(C(=O)Nc2nnc(-c3ccc(Cl)s3)o2)cc1 | ? | -6% | -19 | 1% | 5% | 2.0 | 4% | -7%
COc1ccccc1N1C(=O)S/C(=C\c2cc(C)n(C)c2C)C1=O | -16% | -2% | 4 | -3% | -15% | -0.2 | -106%[inhibitor] | -24%
Cc1nc2cc(NC(=O)NCc3ccccc3)ccc2o1 | 4% | -14% | -4 | -3% | -20% | 3.2 | -3% | -1%
COc1cc(OC)cc(-c2cc3nc(C)c(CCC(=O)NC(C)CCc4ccco4)c(C)n3n2)c1 (stereo not given) | 0% | -2% | 1 | 0% | -9% | 0.2 | 12% | -5%
O=C(COC(=O)C1CCN(S(=O)(=O)c2ccccc2)CC1)NC(=O)c1ccc(OC(F)F)cc1 | 1% | -3% | -11 | 2% | 12% | -2.6 | -40%[inhibitor] | 1%
COc1ccc(CCNC2CC(=O)N(CCc3ccc(OC)c(OC)c3)C2=O)cc1 (stereo not given) | -5% | -1% | 1 | 1% | -9% | -0.7 | 4% | ?
COCCN(C(=O)C1CCC1)c1c(N)n(CC(C)C)c(=O)[nH]c1=O | -2% | 10% | 2 | -2% | 16% | -1.2 | -10% | 2%
CC1CN(C)C(c2ccccc2)C(C)C12NC(=O)NC2=O (stereo not given) | -13% | -3% | -6 | 2% | 2% | -7.0 | 6% | -7%
COCCOC(=O)C1=C(C)N=c2s/c(=C\c3cccs3)c(=O)n2C1c1cccs1 (stereo not given) | -7% | 4% | 1 | 0% | -5% | 0.4 | 7% | 1%
Nc1c2c(nc3ccn(Cc4ccccc4)c(=O)c13)CCC2 | -3% | 1% | 1 | -1% | 11% | 0.5 | -13% | 2%[57.1 µM]
CC(Sc1ccccn1)C(=O)Nc1ccccc1 (stereo not given) | 24µM* | 9% | . | -10% | -4% | -0.7 | 9% | -3%
CC1CCCC(NC(=O)COC(=O)Cc2cn3ccsc3n2)C1C (stereo not given) | 1% | -8% | 1 | -7% | 0% | 3.2 | -13% | -1%
COc1cccc(C(=O)Nc2ccc(S(=O)(=O)Nc3nccc(C)n3)cc2)c1 | -9% | ? | -13 | -2% | -23% | -0.6 | 8% | -5%
Cn1cc(Br)c(C(=O)NNC(=O)c2ccccc2)n1 | -7% | ? | 1 | 0% | -1% | -0.4 | 8% | -15%
N#Cc1ccccc1NC(=O)COC(=O)CCc1ccccc1 | -4% | 3% | -2 | -3% | -6% | -1.7 | -9% | 0%
COc1ccc(CCN2CC(C#N)=C3c4cc(OC)c(OC)cc4CCN3C2)cc1OC | -21% | -10% | 1 | 0% | -5% | 0.3 | -4% | -17%
CC(C)[C@H](NC(=O)C1CCN(S(=O)(=O)c2ccc(F)cc2)CC1)C(=O)NCc1ccncc1 | 0% | 2% | 6 | -1% | -15% | -0.1 | 0% | -9%
CS(=O)(=O)N1CCC(C(=O)Nc2cc(Cl)c(Cl)cc2Cl)CC1 | -11% | 10% | -1 | 1% | -1% | -0.2 | 4% | -4%

A second format for part of the listing above:
Nc1c2c(nc3ccn(Cc4ccccc4)c(=O)c13)CCC2
- PLK1 PBD inh: -3%
- WRN helicase inh: 1%
- PI5P4Ka inh: 1
- Mm-Cpn inhibitor: -1%
- EPAC1 antagonist: 11%
- CCT chaperon mod: 0.5
- EPAC1 ag: -13%
- EPAC2 antag: 2%[57.1 µM]

CC(Sc1ccccn1)C(=O)Nc1ccccc1 (stereo not given)
- PLK1 PBD inh: 24µM*
- WRN helicase inh: 9%
- PI5P4Ka inh: .
- Mm-Cpn inhibitor: -10%
- EPAC1 antagonist: -4%
- CCT chaperon mod: -0.7
- EPAC1 ag: 9%
- EPAC2 antag: -3%

The list continues.
SMILES | PLK1 PBD inh | WRN helicase inh | PI5P4Ka inh | Mm-Cpn inhibitor | EPAC1 antagonist | CCT chaperon mod | EPAC1 ag | EPAC2 antag
N#CCCN(C(=O)COC(=O)CCc1c[nH]c2ccccc12)c1ccc(F)cc1 | -10% | 0% | 6 | 0% | -14% | 1.2 | 7% | -4%
Cc1cc(Br)c2c(c1)/C(=C/C(=O)c1cccs1)C(=O)N2 | -26% | -14% | -5 | 2% | ? | -3.8 | 13% | -11%
CC12CCC(=O)N1C(C(=O)Nc1nc(-c3ccccc3)cs1)CS2 (stereo not given) | 3% | 2% | -12 | -8% | 4% | -2.2 | 5% | -7%
N#CC(/C(=N/S(=O)(=O)c1cccs1)c1ccccc1)c1nc2ccccc2[nH]1 (stereo not given) | -11% | -13% | 4 | 4% | -1% | -3.7 | 1% | -6%
COc1ccc(-n2c(SCC(=O)NCCC(C)C)nc3ccsc3c2=O)cc1 | -21% | 11% | . | 0% | 8% | -1.1 | -5% | 7%
O=C(C(=O)N1CCOCC1)c1cn(CC(=O)N2CCc3ccccc3C2)c2ccccc12 | -15% | -2% | 7 | 0% | 5% | -5.8 | 2% | -3%
CCN(CC(=O)Nc1c(F)cccc1F)C(=O)CSc1ccc(F)cc1 | -5% | -21% | -2 | -1% | -11% | 0.9 | 13% | -9%
Cc1n[nH]c(=S)n1-c1ccc(Cl)cc1 | ? | 26% | 1 | 2% | -8% | -5.6 | -4% | -5%
Cc1cc(C)nc(NS(=O)(=O)c2ccc(NC(=O)c3ccc(S(=O)(=O)N4CC(C)OC(C)C4)cc3)cc2)n1 (stereo not given) | -5% | -2% | -11 | -22% | 6% | -1.6 | 7% | 2%
COc1cc(/C=C/C(=O)O)ccc1OCc1ccccc1C#N | -7% | -8% | 8 | 3% | -28% | -1.0 | 2% | -2%
Cc1ccc(N2CCN(C(=S)c3ccc(-c4ccccc4[N+](=O)[O-])o3)CC2)cc1 | 9.5µM* | -23% | -3 | 2% | -13% | -3.4 | 9% | -3%
COc1cc(CO)ccc1Oc1nc2ccccc2n2cnnc12 | -6% | -5% | -11 | 0% | -17% | -0.7 | 4% | 5%
O=C(NC1CCC(O)CC1)c1ccc(-c2ccc(Cl)cc2)o1 (stereo not given) | -4% | -5% | 2 | -1% | 1% | 2.6 | -14% | 11%
